NR2F2 inh = inhibitors of human COUP-TFII (NR2F2) | inhibition, % at 8.6 µM | 370,000 compounds, 0.7% hits | HEK293T NGFI-A luciferase reporter, luminescence;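 active = inhibition above a per-plate cutoff, mean inhibition of test wells between control levels plus 3 SD, cut at about 38% in these data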;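 also: cells cotransfected with COUP-TFII expression vector driving the NGFI-A reporter; 0% = median of COUP-TF2 test wells and 100% = reporter-only cells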
EBV LMP1 NFkB = Epstein-Barr LMP1 NF-kappaB reporter inhibition; inhibition, % at 12.5 µM; AID 504558; 350,000 compounds, 0.69% hits; LMP1-induced NF-kappaB luciferase reporter cells, luminescence; in the data active = inhibition above about 41%;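 also: 0% = neutral control wells and 100% = reference inhibitor control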
LRH-1 inv ag = inverse agonists of human LRH-1 (NR5A2); HEK293T StAR-luciferase reporter, LRH-1 transfected, 24 h; inhibition, % at 3.6 µM; 360,000 compounds, 0.13% hits;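 active = inhibition above the mean inhibition of all tested compounds plus 3 SD, cut at about 73% in these data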;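 also: 0% = DMSO wells and 100% = reporter-only cells lacking LRH-1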
TLR9-MyD88 inh = inhibitors of human TLR9-MyD88 binding | Q9NR96+Q99836 | inhibition, % at 4.98 µM | 340,000 compounds, 0.21% hits | CHO BLA complementation TLR9-MyD88, CCF4 FRET ratio;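 active = inhibition above the mean over all tested compounds plus 3 SD, cut at about 21% in these data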;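 also: 0% = DMSO only wells and 100% = clavulanate BLA inhibitor control wells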
SRC3 inh = inhibitors of human steroid receptor coactivator 3 (SRC3) | Q9Y6Q9 | HEK293 GAL4-SRC3 luciferase reporter, luminescence | inhibition, % at 3.6 µM | 360,000 compounds, 0.17% hits | AID 588352;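 active = inhibition above a per-campaign cutoff, the mean of all compounds plus 3 SD, cut at about 60% in these data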;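 also: 0% = DMSO-treated cells and 100% = gossypol-treated cells at 36 µM; higher means less SRC3-driven luciferase light from the GAL4 reporter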
SRC2 inh = human SRC2 (NCOA2) inhibition. HEK293 GAL4-SRC2 luciferase reporter, luminescence. Q15596. 370,000 compounds, 0.17% hits. AID 651957. inhibition, % at 9 µM;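 active = inhibition above the mean inhibition of all tested compounds plus 3 SD, set per campaign, cut at about 52% in these data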;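 also: 0% = DMSO treated cells and 100% = cells given Gossypol at 36 µM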
TRAIL sens C8 = caspase-8 TRAIL sensitization. NB7+C8 cells + TRAIL, ATPlite viability luminescence. inhibition (viability loss, TRAIL sensitization), % at 10 µM. 360,000 compounds, 1% hits. AID 624354;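 active = compounds causing at least 50% loss of cell viability in the single-dose screen, relative to plate controls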
NOD2-RIPK2 inh = blocks binding of human NOD2 to RIPK2. O43353. inhibition, % at 4.98 µM. 360,000 compounds, 0.38% hits. CHO BLA complementation NOD2-RIPK2, CCF4 ratio. AID 624267; in the data active = inhibition above about 21%;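 also: 0% = vehicle only and 100% = reference blocker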
TROY NFkB inh = TROY signaling inhibition. Q293 LMP1-TROYcd NF-kB luciferase reporter, 4 h. inhibition, % at 10 µM. 360,000 compounds, 0.98% hits. AID 1347056;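 active = compounds whose plate-normalised and pattern-corrected inhibition of the luciferase reporter signal at the single screening dose is 50% or more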
SRC1 inh = inhibitors of human steroid receptor coactivator 1 (SRC1); inhibition, % at 3.6 µM; AID 588354; Q15788; 360,000 compounds, 0.12% hits; HEK293 GAL4-SRC1 luciferase reporter, luminescence;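 active = inhibition above the campaign mean plus 3 SD, with each screening campaign given its own cutoff, cut at about 60% in these data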;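 also: 0% = DMSO treated cells and 100% = gossypol at 36 µM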
Target sequence (Q15788 whole entry, looked up, the tested form may be a part): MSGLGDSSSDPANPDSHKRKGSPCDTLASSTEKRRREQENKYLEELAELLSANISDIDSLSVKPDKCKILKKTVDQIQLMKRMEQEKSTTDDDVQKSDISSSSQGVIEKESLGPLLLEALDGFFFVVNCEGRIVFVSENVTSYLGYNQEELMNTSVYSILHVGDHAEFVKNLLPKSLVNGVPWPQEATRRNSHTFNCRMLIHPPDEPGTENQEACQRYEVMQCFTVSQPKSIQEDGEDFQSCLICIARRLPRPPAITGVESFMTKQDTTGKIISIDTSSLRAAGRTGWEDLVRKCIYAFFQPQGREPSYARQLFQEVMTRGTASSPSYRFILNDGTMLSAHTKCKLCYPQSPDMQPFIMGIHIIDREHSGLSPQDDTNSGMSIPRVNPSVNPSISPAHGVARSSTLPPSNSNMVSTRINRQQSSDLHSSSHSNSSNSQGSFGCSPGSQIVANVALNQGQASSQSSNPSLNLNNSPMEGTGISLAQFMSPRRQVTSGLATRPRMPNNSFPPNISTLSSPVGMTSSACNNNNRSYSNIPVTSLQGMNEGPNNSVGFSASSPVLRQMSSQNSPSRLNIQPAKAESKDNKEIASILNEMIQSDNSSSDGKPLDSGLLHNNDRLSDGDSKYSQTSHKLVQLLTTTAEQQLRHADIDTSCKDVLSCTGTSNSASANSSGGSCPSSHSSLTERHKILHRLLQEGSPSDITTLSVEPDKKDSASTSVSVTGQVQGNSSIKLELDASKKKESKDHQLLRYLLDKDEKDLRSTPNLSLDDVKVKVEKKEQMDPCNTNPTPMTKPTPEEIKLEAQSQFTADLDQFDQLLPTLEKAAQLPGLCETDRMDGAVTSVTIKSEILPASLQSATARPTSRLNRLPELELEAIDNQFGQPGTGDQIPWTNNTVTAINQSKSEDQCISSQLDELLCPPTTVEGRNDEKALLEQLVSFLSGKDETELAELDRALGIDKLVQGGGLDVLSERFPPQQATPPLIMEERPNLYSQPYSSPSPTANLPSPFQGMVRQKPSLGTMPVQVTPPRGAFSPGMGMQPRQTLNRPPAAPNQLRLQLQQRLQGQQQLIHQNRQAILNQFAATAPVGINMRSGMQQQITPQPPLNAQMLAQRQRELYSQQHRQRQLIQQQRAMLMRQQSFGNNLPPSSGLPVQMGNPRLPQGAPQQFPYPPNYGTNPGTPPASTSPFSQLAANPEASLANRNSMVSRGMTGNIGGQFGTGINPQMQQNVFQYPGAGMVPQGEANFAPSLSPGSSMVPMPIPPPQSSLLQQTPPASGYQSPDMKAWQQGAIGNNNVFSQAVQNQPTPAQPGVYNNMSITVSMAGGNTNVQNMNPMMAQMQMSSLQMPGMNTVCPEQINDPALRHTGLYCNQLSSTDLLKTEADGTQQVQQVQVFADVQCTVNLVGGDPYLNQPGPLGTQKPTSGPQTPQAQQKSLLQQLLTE
TWEAK-Fn14 inh = inhibitors of TWEAK-Fn14 interaction signaling; inhibition, % at 10 µM; AID 1159606; TWEAK-stimulated Fn14 reporter cells, luciferase luminescence, 8 h; 360,000 compounds, 2% hits; in the data active = inhibition above about 50%
The depositor's hits bear a star; / = no result given. This is a subset; count on the stated rates, not on these rows.

SMILES	NR2F2 inh	EBV LMP1 NFkB	LRH-1 inv ag	TLR9-MyD88 inh	SRC3 inh	SRC2 inh	TRAIL sens C8	NOD2-RIPK2 inh	TROY NFkB inh	SRC1 inh	TWEAK-Fn14 inh
Cc1cccc(-n2c(CNC(=O)c3cccc([N+](=O)[O-])c3C)n[nH]c2=S)c1	-11	-2	-14	3	11	-27	-8	1	-20	-1	2
CCOc1ccccc1N(CC(=O)Nc1cccc(OC)c1)S(=O)(=O)c1ccccc1	16	5	13	5	10	11	-9	3	-13	0	19
COc1ccc(-c2nsc(C(=O)N(c3ccc(F)cc3)C(C(=O)NC3CCCC3)c3ccc(OC)cc3)c2N)cc1 (stereo unspecified)	2	-4	9	6	18	-6	0	-4	-12	2	-3
CC(=O)Nc1cc(C(=O)N2CCCC2)ccc1S(=O)(=O)c1ccc(Cl)cc1	0	-16	6	-3	11	1	-9	-19	4	4	18
COc1ccccc1CNc1nc(NC(C)C)nc2ccsc12	20	/	15	/	-8	-7	32	-9	26	10	-8
CCCc1c(C)nc2c(Br)cccc2c1Cl	-1	-3	18	10	15	-23	-8	4	5	0	5
C[C@@]12C(=O)N(c3ccc(C(F)(F)F)cc3)C(=O)N1[C@@H]1c3ccccc3OC[C@@H]1[C@H]2c1ccccc1	/	7	7	-4	-3	/	25	-12	8	0	5
C[C@H](NC(=O)c1nc[nH]c1C(=O)N[C@@H](C)C(=O)OC(C)(C)C)C(=O)OCc1ccccc1	-1	0	13	2	1	-3	4	0	26	-21	1
CN(CCC#N)C(=O)COC(=O)c1nn(-c2ccccc2)c(=O)c2ccccc12	6	-5	-13	/	3	-8	-3	-2	-3	-33	18
CCCc1nc(N2CCN(S(=O)(=O)c3ccc(Cl)cc3)CC2)c2c(C)c(C)sc2n1	-1	1	10	5	2	-17	-2	-16	-20	13	9
O=C(Nc1nncs1)c1cc(S(=O)(=O)N2CCCCC2)ccc1Cl	-2	-10	-14	-3	7	6	2	1	-1	11	4
CN(C)S(=O)(=O)c1ccc(C(=O)Nc2nnc(SCc3cccc(F)c3)s2)cc1	-5	0	20	-3	8	15	-13	1	0	-4	-11
COc1ccc(-c2ccc(CCC(=O)O)n2CC(C)C)cc1	9	7	-1	-2	-11	12	10	2	5	10	6
Cc1ccc(C2=C/C(=C/c3cccs3)C(=O)O2)cc1	-3	-3	-9	12	-1	-26	-3	9	-32	-2	53*
C=C(C)CC1Nc2ccccc2NC1CC(=C)C (stereo unspecified)	17	3	-10	-3	16	1	-10	-4	0	-15	2
O=C(N/N=C/c1ccncc1)C1C2CCCCCCC21 (stereo unspecified)	-4	-10	-13	-110	2	-19	-3	3	-33	-26	-6
COc1ccc(C(=O)NNC(=O)Cc2ccc([N+](=O)[O-])cc2)cc1	-1	-2	14	1	12	-11	14	-9	-6	9	-6
Cc1[nH]c(=O)c(C#N)c(C)c1Cc1ccc(Cl)cc1Cl	-18	0	-3	3	4	-44	23	-9	7	7	-22
CC(C)Cc1cc(CN2CCCC(CO)(Cc3cccc(Cl)c3)C2)[nH]n1 (stereo unspecified)	19	6	10	-7	9	6	-1	3	11	7	-11
Cc1ccc(S(=O)(=O)N2CCN(C(C)CC(=O)O)CC2)cc1 (stereo unspecified)	-7	-8	-1	-14	-4	-2	-3	9	3	-7	4
CCN(CC)S(=O)(=O)c1cccc(NC(=O)COC(=O)CCC(=O)c2ccc(F)cc2)c1	3	-3	-3	8	10	-11	5	4	26	-14	2
CCNC(=O)CN(C1CCCCC1)S(=O)(=O)c1ccc(F)cc1	1	12	0	2	18	6	-5	-1	-1	-1	-2
COCC(=O)Nc1ccc([N+](=O)[O-])cc1C	2	4	4	0	15	-14	10	0	18	-10	-5
S=c1[nH]nc(C2CCCCC2)n1/N=C/c1ccncc1	24	48*	16	9	69*	46	-4	-2	14	71*	82*
COc1ccc(C(C)(C)NC(=O)C2CCC(=O)N(C3CCCC3)C2)cc1OC (stereo unspecified)	18	2	-11	-10	-2	4	13	-6	4	-2	-1

Ordered by formula weight (ascending): some entries from above.
SMILES	NR2F2 inh	EBV LMP1 NFkB	LRH-1 inv ag	TLR9-MyD88 inh	SRC3 inh	SRC2 inh	TRAIL sens C8	NOD2-RIPK2 inh	TROY NFkB inh	SRC1 inh	TWEAK-Fn14 inh
Cc1[nH]c(=O)c(C#N)c(C)c1Cc1ccc(Cl)cc1Cl	-18	0	-3	3	4	-44	23	-9	7	7	-22
COc1ccc(C(=O)NNC(=O)Cc2ccc([N+](=O)[O-])cc2)cc1	-1	-2	14	1	12	-11	14	-9	-6	9	-6
Cc1cccc(-n2c(CNC(=O)c3cccc([N+](=O)[O-])c3C)n[nH]c2=S)c1	-11	-2	-14	3	11	-27	-8	1	-20	-1	2
CC(=O)Nc1cc(C(=O)N2CCCC2)ccc1S(=O)(=O)c1ccc(Cl)cc1	0	-16	6	-3	11	1	-9	-19	4	4	18

The list goes on:
SMILES	NR2F2 inh	EBV LMP1 NFkB	LRH-1 inv ag	TLR9-MyD88 inh	SRC3 inh	SRC2 inh	TRAIL sens C8	NOD2-RIPK2 inh	TROY NFkB inh	SRC1 inh	TWEAK-Fn14 inh
O=C(Nc1ccccc1F)c1cnccn1	15	0	9	2	-9	-21	-7	-7	-9	-28	3
CN(C)CCNc1c(N)c(=O)oc2ccccc12	-5	-2	5	-3	-1	14	-2	-7	20	-14	16
COc1cc2c(cc1NC(=O)C(C)OC(=O)C1CC(=O)N(Cc3ccco3)C1)oc1ccccc12 (stereo unspecified)	-20	-15	-52	-2	-70	-50	2	8	-31	-110	-22
CN(CC(=O)N1CCCCCC1)S(=O)(=O)c1cccc2cccnc12	2	-7	3	8	-1	22	-7	2	-4	-14	-34
COc1cc(/C=N\NC(=O)c2ccc(C)nc2)ccc1OC(=O)c1ccc2c(c1)OCO2	11	-2	-9	5	3	0	-2	-3	-37	-3	-20
Cc1c(C)c2ccc(O)c(CN3CCCC3)c2oc1=O	9	-3	-3	-5	-5	-10	-12	-2	-10	3	-14
O=C1N[C@H](Cc2ccccc2)CO1	4	4	-18	5	1	1	4	0	-7	-2	6
COc1ccc(S(=O)(=O)N2CCOCC2)cc1Br	-7	-7	3	0	-6	-17	1	1	-1	9	1
COc1ccc(-n2c(SCC(=O)Nc3ccc(C(=O)O)cc3)nnc2-c2cccs2)cc1	3	4	-2	-3	10	-3	14	0	-2	3	-4
O=C(CCS(=O)(=O)Cc1ccccc1)N1CCN(c2ccc([N+](=O)[O-])cc2)CC1	3	-5	-3	3	0	1	-1	-7	14	-18	1
O=C(CN1C(=O)CSc2ccccc21)NC1CCCC1	-16	0	13	1	12	15	8	5	0	10	-3
C=CCNc1nc(-c2cccc(OC)c2O)nc2ccccc12	2	-8	31	-7	-7	-11	-10	9	-13	-9	30
CC(=O)Nc1cc(-c2ccccc2N(C)C)cn2c(-c3ccc(F)c(Cl)c3)cnc12	2	/	9	/	-16	-14	-5	-5	-7	-27	-10
COc1cccc(N2CCN(c3ccc4nnc(CCC(=O)N5CCC(C)CC5)n4n3)CC2)c1	0	-9	-13	-2	25	-4	-14	-2	4	4	-9
COCCNC(=O)c1ccccc1NC(=O)CCSc1ccccc1	-10	-3	0	1	9	-6	-12	-4	-4	-1	-2
O=C(NC(=S)Nc1cccc(Cl)c1N1CCCC1)c1ccc(-c2cccc([N+](=O)[O-])c2)o1	13	2	18	8	16	1	-2	-2	14	3	-5
COCCNC(=O)CC(=O)N/N=C/c1ccc(C(=O)OC)cc1	8	8	3	-2	20	-16	12	-13	14	-41	-8
Cc1cccc(Cl)c1NNC(=O)Nc1c([N+](=O)[O-])c(C)nn1C	1	1	6	-2	-3	16	1	-11	-1	16	-12
C/C(Cl)=C\Cn1c(Nc2ccccc2)nc2c1c(=O)n(C)c(=O)n2C	1	4	-14	4	-7	5	-5	5	15	-6	10
CC1(c2nnc(-c3cccc(Cl)c3)o2)CC(c2ccc(OC(F)(F)F)cc2)=NO1 (stereo unspecified)	-5	2	-12	-4	19	23	-3	1	-14	-20	-8
CN(C)CC(=O)N[C@@H]1C=C[C@@H](CC(=O)NCCN2CCCCC2)O[C@@H]1CO	-1	/	1	/	/	5	-2	2	/	/	/
Cc1cc(Cl)ccc1N(CC(=O)NCCSCc1ccco1)S(C)(=O)=O	-5	-3	12	2	-7	-52	-1	-6	2	-3	0
O=C(N/N=C/c1cccnc1)c1ccc(F)cc1	-6	7	-14	1	-34	-42	15	-2	-13	-7	-20
CCOc1ccc(NC(=O)CSc2nc(-c3cccs3)cc(C(F)(F)F)n2)c([N+](=O)[O-])c1	-10	2	-5	7	-6	-4	7	1	8	-1	-6
CCOC(=O)CCNC(=O)CCNC(=O)C(c1ccccc1)c1ccccc1	-7	6	1	-1	24	-7	-9	-5	2	10	3
The list continues.
SMILES	NR2F2 inh	EBV LMP1 NFkB	LRH-1 inv ag	TLR9-MyD88 inh	SRC3 inh	SRC2 inh	TRAIL sens C8	NOD2-RIPK2 inh	TROY NFkB inh	SRC1 inh	TWEAK-Fn14 inh
COc1cccc(C(=O)O[C@H]2[C@H](Cc3ccccc3)NS(=O)(=O)[C@H]3C[C@@H]4C=C[C@]23O4)c1	-7	1	-2	3	4	-4	0	-5	-8	-16	-12
CC(Oc1ccc(Cl)cc1)c1ccnn1S(=O)(=O)c1ccc(Cl)cc1 (stereo unspecified)	-7	2	19	-4	20	10	-1	6	18	8	9
Cc1ncsc1C(=O)N1CCCC(CNS(=O)(=O)c2cccs2)C1 (stereo unspecified)	-13	3	18	1	23	3	-1	1	7	1	-18
COc1ccc(N2CCN(C(=O)CCC(=O)c3cc(C)sc3C)CC2)cc1	0	-5	1	0	-12	-18	-6	0	11	-8	-8
COc1ccc(NC(=O)COC(=O)CNS(=O)(=O)c2ccc(C)cc2)c(OC)c1	2	1	3	0	20	-13	-13	-4	10	2	13
CCOc1ccc(CN(C)C(=O)CNC(=O)c2sc3ccccc3c2Cl)cc1	7	-1	6	5	-2	-12	-18	5	-20	3	-5
Cc1cccnc1NC(=O)Nc1cccc(F)c1	-39	-32	-88	-10	-85	-132	-8	-9	-59	-59	-39
O=C(c1ccco1)N1CCN(C(=O)c2ccc(-c3ccc([N+](=O)[O-])cc3)o2)CC1	-1	-8	-22	4	-13	11	-1	-6	9	-3	6
Nc1ccc(-c2ccc(N)cc2C(F)(F)F)c(C(F)(F)F)c1	-2	-7	3	9	18	-39	3	5	6	-3	8
Cc1oc(-c2ccccc2F)nc1CS(=O)CC(=O)NCCN1CCCCC1C (stereo unspecified)	-6	-3	-1	10	-27	-16	-8	3	-7	6	3
COC(=O)C1=C(C)N(C)C(=S)NC1c1ccc(OC)cc1OC (stereo unspecified)	10	16	-5	4	7	2	-4	-9	3	3	-5
CCOC(=O)C1=C(COC(=O)c2ccc(C)s2)NC(=O)NC1C (stereo unspecified)	6	8	0	-5	3	-3	-23	-10	-10	9	-34
CCC1(O)C(=O)OCc2c1cc1n(c2=O)Cc2cc3cc(O)ccc3nc2-1 (stereo unspecified)	35	86*	92*	29*	78*	34	24	26*	76*	51	70*
Cc1cc2c(c(C)nn2-c2ccccc2)c(=O)o1	-7	2	3	-4	-9	-15	15	1	0	0	0
CN(C)C/C=C/C(=O)Nc1cccc(-c2c[nH]c3ncnc(Oc4ccc(NC(=O)CC(=O)Nc5ccc(F)cc5)cc4F)c23)c1	/	13	-2	-21	3	/	29	-2	11	5	11
Cc1ccc(NC(=O)C2C3CCCC2C3c2ccccc2)cc1 (stereo unspecified)	9	-10	1	6	-2	-13	0	-9	-5	-4	2
